MCF10A rerep = DNA re-replication induction in MCF 10a cells; MCF 10A DNA re-replication, Hoechst nuclear intensity, 48 h; Potency, µM (highest dose often 46.1 µM), without a hit: at the highest dose activity, positive = re-replication, usual class: activators; 350,000 tested, 2.9% active; AID 624296; also: % of control where 0% means no effect; nearly all actives have a fitted effect of over 50% in size
HepG2 viability = counter-screen for TGF-b inhibitors: cytotoxicity in HepG2 cells | Potency, µM (series often up to 46.1 µM), for the others: at the top dose activity change, negative = cytotoxicity, most hits filed as cytotoxic | HepG2 CAGA-GFP viability, ATP luminescence, 18 h | AID 588856 | 410,000 tested, 0.76% active; also: some results filed as inactive show a strong effect at the top dose
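HepG2 CAGA-GFP cells (1000/well, DMEM with 1% FBS) received compound, then TGF-beta at 500 pg/mL final, and were incubated 18 hours at 37 degrees C. Viability was read by CellTiter-Glo luminescence. Media-only wells were set as complete cell-killing and DMSO as no toxicity.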
Nrf2 inh = inhibitors of Nrf2 signaling; Potency, µM (series often up to 46 µM), for inactives: top-dose activity change, negative = inhibition, most hits filed as inhibitors; 360,000 tested, 2.1% active; A549 ARE-Fluc reporter, luciferase luminescence, 18-24 h; AID 504444; also: % is scaled to controls: 0 for no effect and ±100 for the full control effect; nearly all actives have a fitted effect of over 60% in size
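Nrf2 function is reported as luminescence of an ARE-controlled luciferase in A549 cells. Compounds were tested at several concentrations, and a CellTiter-Fluor read on the same wells flagged cytotoxicity.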
A549 tox = kills or reduces viability of A549 cells in Nrf2 counter-screen; AID 504648; Potency, µM (series often up to 46 µM), without a hit: at the highest dose activity change, negative = cytotoxicity, usual class: inhibitors; 390,000 tested, 0.16% active; A549 ARE-Fluc cells, CellTiter-Fluor viability, 18-24 h; also: % is scaled to controls: 0 for no effect and ±100 for the full control effect
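Cytotoxicity counterscreen: CellTiter-Fluor fluorescence was measured in A549 ARE_Fluc cells after 18-24 h of compound exposure in a concentration series. The subsequent BugLite luminescent read reports ARE-luciferase activity.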
S2 tox = cell viability loss in ATXN counter-screen; S2 cells (HEK-293 line with an ATXN2-luciferase reporter) viability, CellTiter-Fluor protease fluorescence, 24 h; 400,000 tested, 0.49% active; Potency, µM (doses to about 56.7 µM), most hits filed as cytotoxic; AID 651635; also: nearly all actives have a fitted effect of over 40% in size
ATXN2 expr inh = ATXN2 expression inhibition | HEK-293 ATXN2-luciferase reporter, luminescence, 24 h | Potency, µM (highest dose often 57 µM), for the others: top-dose activity change, negative = inhibition, actives largely listed as inhibitors | 360,000 tested, 0.72% active; also: % is scaled to controls: 0 for no effect and ±100 for the full control effect; nearly all actives have a fitted effect of over 55% in size
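qHTS (up to 57 uM final) was run with 24 h compound exposure of reporter cells at 37 °C. Each well was multiplexed: SteadyGlo luminescence measured ATXN2-luciferase expression after a fluorogenic Gly-Phe-AFC viability readout (25 uM final).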
Nrf2 activator = Nrf2 pathway activation | AREc32 ARE-luciferase reporter (MCF7-derived line), luminescence, 24 h | Potency, µM (titrated, usually from 46.1 µM), without a hit: top-dose activation, most hits filed as activators | 410,000 tested, 0.31% active | AID 624171; also: % of control where 0% means no effect; nearly all actives have a fitted effect of over 65% in size
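ARE-driven firefly luciferase activity in AREc32 cells measured after a 24 hr compound exposure at 37 deg C, using Steady-Glo reagent and a 30 min room-temperature hold.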
EPAC2 antagonist = antagonists of human EPAC2; 360,000 tested, 0.18% active; Potency, µM (highest dose often 114 µM), inactives show at the top dose activity, negative = inhibition, hits mostly inhibitors; EPAC2 GEF exchange of Rap1B-BODIPY-GDP, fluorescence; also: % is scaled to controls: 0 for no effect and ±100 for the full control effect; nearly all actives have a fitted effect of over 45% in size; many of its hits are not listed in these tables
Target sequence (Q8WZA2 whole entry, looked up): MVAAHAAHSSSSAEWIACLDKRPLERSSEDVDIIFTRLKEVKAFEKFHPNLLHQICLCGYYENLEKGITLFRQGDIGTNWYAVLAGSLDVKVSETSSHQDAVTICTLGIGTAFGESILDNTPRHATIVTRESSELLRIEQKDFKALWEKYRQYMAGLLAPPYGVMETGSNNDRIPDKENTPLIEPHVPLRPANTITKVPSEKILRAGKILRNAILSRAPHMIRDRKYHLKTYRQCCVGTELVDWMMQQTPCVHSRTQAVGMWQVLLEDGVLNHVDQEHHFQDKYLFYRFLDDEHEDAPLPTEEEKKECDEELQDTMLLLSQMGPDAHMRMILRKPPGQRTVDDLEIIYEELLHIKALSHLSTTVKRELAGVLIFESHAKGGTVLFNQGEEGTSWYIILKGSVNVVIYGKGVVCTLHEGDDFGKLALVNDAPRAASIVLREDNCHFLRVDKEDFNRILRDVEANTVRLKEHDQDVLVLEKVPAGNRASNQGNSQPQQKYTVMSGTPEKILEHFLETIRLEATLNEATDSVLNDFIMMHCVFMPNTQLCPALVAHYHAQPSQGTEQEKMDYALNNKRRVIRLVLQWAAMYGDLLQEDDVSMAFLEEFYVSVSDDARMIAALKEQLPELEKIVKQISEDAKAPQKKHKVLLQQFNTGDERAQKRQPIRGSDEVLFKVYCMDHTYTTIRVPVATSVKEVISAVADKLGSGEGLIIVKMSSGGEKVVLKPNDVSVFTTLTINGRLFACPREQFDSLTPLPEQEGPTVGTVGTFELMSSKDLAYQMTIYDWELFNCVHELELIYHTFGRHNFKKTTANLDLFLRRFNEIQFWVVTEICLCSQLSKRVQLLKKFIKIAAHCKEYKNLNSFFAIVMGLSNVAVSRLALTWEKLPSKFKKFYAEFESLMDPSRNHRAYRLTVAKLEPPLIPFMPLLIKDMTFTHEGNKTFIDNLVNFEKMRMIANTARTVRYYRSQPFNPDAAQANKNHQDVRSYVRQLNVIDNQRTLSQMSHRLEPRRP
TGFb SMAD3 inh = blocks TGF-b signaling; HepG2 CAGA-GFP TGF-b/SMAD3 reporter, GFP fluorescence, 18 h; TGF-beta stimulated, 500 pg/mL final; Potency, µM (doses to about 46.1 µM), for the others: at the highest dose activity, negative = inhibition, most hits filed as inhibitors; 410,000 tested, 1.2% active; also: % is scaled to controls: 0 for no effect and ±100 for the full control effect; nearly all actives have a fitted effect of over 65% in size
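Inhibition was scored as loss of TGF-beta-induced (500 pg/mL final, 18 hours, 37 degrees C) GFP in HEPG2 cells carrying a CAGA-GFP reporter, in DMEM with 1% FBS. Well GFP was summed per cell; Activity was normalised to unstimulated and stimulated DMSO wells, then concentration-response fitting.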
Active calls of the source: *; i = inactive; ? = inconclusive; nt = no result given; & = joins results of further samples; [ ] = another dose, or the depositor's remark. Calls follow the shape of the dose curve; as a rule, active = well fitted curve in the direction sought with a large enough effect; inconclusive = small, poorly fitted or top-dose-only effect, or another doubt; inactive = no such curve, though single readings can be large; an effect the other way counts as inactive or inconclusive. Potency is read from the fitted curve at half-maximal effect. An excerpt; the hit share may differ from the screen's.

1) CCOc1ccc(-c2cc(C(=O)OC)nc3c2c(=O)n(C)c(=O)n3C)cc1
2) CCOc1ccccc1OCC(=O)Oc1ccc(C)c(C)c1
3) CCCCC1(C)NC(=S)N2N1C(=S)NC2(C)CCCC (configuration not stated)
4) CC(C)Cn1cnc2c(SCc3ccc(Cl)cc3)nc(N)nc21
5) CCc1ccc(C2c3c(-c4ccccc4O)n[nH]c3C(=O)N2Cc2cccnc2)cc1 (configuration not stated)
6) C[C@H]1CN([C@@H](C)CO)C(=O)CCCn2nncc2CO[C@H]1CN(C)C(=O)Nc1ccnc(N2CCOCC2)c1
7) CCC(=O)N1CCc2cc(S(=O)(=O)Nc3ccccc3C)ccc21
8) CCCCOC(=O)Nc1ccc(S(=O)(=O)Nc2ccc([N+](=O)[O-])cc2)cc1
screen / no.,1,2,3,4,5,6,7,8
MCF10A rerep,23µM*,-1%,-4%,23%,nt,nt,?,15%
HepG2 viability,-2%,9%,0%,-7%,-64%,-9%,-15%,-9%
Nrf2 inh,5%,18%,?,?,-2%,nt,-20%,-24%
A549 tox,0%,-1%,4%,-3%,1%,nt,1%,-17%
S2 tox,i,i,i,i,nt,i,i,i
ATXN2 expr inh,20%,nt,-21%,-3%,?,-19%,7%,13%
Nrf2 activator,0.1%,-0.7%,2.3%,3.2%,-1.1%,-0.9%,-0.2%,0.3%
EPAC2 antagonist,-5%,-9%,9%,-3%,nt,1%,-6%,-2%
TGFb SMAD3 inh,-1%,4%,-6%,5%,?,-5%,6%,7.9µM*

9) COc1ccc(NC(=O)CSc2ccc3c4c(cccc24)C(=O)c2ccccc2-3)cc1
10) CC1CCN(CCCn2c(=S)[nH]c3ccc(N4CCOCC4)cc3c2=O)CC1
11) CCc1ccc(/C=C/c2c([N+](=O)[O-])c(=O)n(C)c(=O)n2C)cc1
12) O=C1CC(c2cccc(O)c2)c2c(nc(SCc3ccccc3F)[nH]c2=O)N1 (configuration not stated)
13) O=C(CNS(=O)(=O)c1ccccc1Br)OCC(=O)N1CCc2ccccc21
14) CC(=O)Nc1nnc(S(=O)(=O)N2CCN(c3ccc(Cl)cc3[N+](=O)[O-])CC2)s1
15) O=C(NC1CCCC1)C(c1c(F)cccc1Cl)N(C(=O)c1csnn1)C1CC1 (configuration not stated)
16) Cn1nc(-c2ccccc2)cc1NC(=O)[C@@H]1O[C@H](CO)[C@H](O)[C@H](O)[C@H]1O
screen / no.,9,10,11,12,13,14,15,16
MCF10A rerep,2.6µM*,6%,13µM*,nt,-177%[0.0737 µM],3%,?,nt
HepG2 viability,0%,3%,-14%,7.1µM*,-1%,3%,-2%,-1%
Nrf2 inh,10µM*,1%,13µM*,20%,-1%,-2%,6%,nt
A549 tox,?,18%,?,-5%,-8%,1%,-5%,nt
S2 tox,nt,i,i,i,i,i,?,i
ATXN2 expr inh,?,1%,-12%,-1%,20%,-19%,-2%,7%
Nrf2 activator,4.5%,-0.3%,?,0.0%,0.2%,-0.7%,0.1%,0.0%
EPAC2 antagonist,13%,16%,-23%,nt,-7%,3%,-2%,17%
TGFb SMAD3 inh,36%[activator],-7%,-24%,-19%,-13%,-1%,21%,13%

17) Cc1ccccc1-c1csc(C(C)(O)c2cccnc2)n1 (configuration not stated)
18) Cc1nnc(NC(=O)CCC(=O)N2CCN(CCOc3cccc4ccccc34)CC2)s1
19) Cc1cc(=O)[nH]c(SCC(=O)Nc2c(C)n(C)n(-c3ccccc3)c2=O)c1C#N
20) CN1C(=S)SC(N(O)C=C2C=CC(=O)C=C2)C1(C)C (configuration not stated)
21) Cc1nn(CC(=O)NCC2CCCO2)c(=O)c2ccccc12 (configuration not stated)
22) O=C(NCCS(=O)(=O)N1CCN(c2cccc(Cl)c2)CC1)c1cc(=O)c2ccccc2o1
23) N/C(Cc1cccc2ccccc12)=N\OC(=O)c1cccs1
24) COC(=O)c1c(-c2ccccc2)nn(-c2ccccc2)c1C(=O)OC
screen / no.,17,18,19,20,21,22,23,24
MCF10A rerep,nt,1%,8%,-6%,-4%,-3%,0%,1%
HepG2 viability,-12%,-4%,4%,-8%,9%,-2%&-17%,13%,2%
Nrf2 inh,nt,?,7%,1%,3%,0%,6%,0%
A549 tox,nt,1%,0%,-2%,1%,0%&-8%,-3%,-3%
S2 tox,i,i,i,i,i,?,i,i
ATXN2 expr inh,-12%,5%,-8%,3%,4%,nt,3%,nt
Nrf2 activator,3.0%,2.2%,2.0%,-0.7%,0.3%,-2.0%&-0.4%,-0.7%,0.3%
EPAC2 antagonist,9%,10%,5%,2%,21%,-4%,7%,-11%
TGFb SMAD3 inh,5%,21%,-2%,6%,-7%,-3%&-10%,-7%,-2%

25) COc1ccccc1CNc1cc(-c2ccccc2)ccc1OC
26) Cc1ccc(-c2noc(C3CCN(S(C)(=O)=O)CC3)n2)o1
27) COc1ccc(-c2csc(C(C)(O)c3cccnc3)n2)cn1 (configuration not stated)
28) CC(=O)c1cccc(Oc2ncccn2)c1
29) O=C1NC(=Nc2ccccc2)SC1Cc1cccc(Cl)c1Cl (configuration not stated)
30) CCCOc1ccc(C2c3c(oc4ccccc4c3=O)C(=O)N2CCN(CC)CC)cc1OC (configuration not stated)
31) Cc1c(NS(=O)(=O)c2cccc(C(=O)NCc3ccc(Cl)cc3)c2)c(=O)n(-c2ccccc2)n1C
32) COC(=O)c1ccsc1NC(=O)CCS(=O)(=O)c1ccc(Cl)cc1
screen / no.,25,26,27,28,29,30,31,32
MCF10A rerep,?,22%,nt,3%,23%,1%,1%,5%
HepG2 viability,-47%,-19%,-3%,0%,17%,-42%,-34%,-18%
Nrf2 inh,-3%,12%,nt,-2%,-21%,9%,-11%,3%
A549 tox,2%,-8%,nt,1%,3%,0%,-5%,-2%
S2 tox,i,i,i,i,i,i,i,?
ATXN2 expr inh,-4%,22%,-5%,nt,9%,2%,3%,12%
Nrf2 activator,2.1%,-0.5%,3.4%,-0.9%,2.6%,2.3%,2.1%,16µM*
EPAC2 antagonist,?,1%,0%,10%,4%,7%,-15%,13%
TGFb SMAD3 inh,-5%,-1%,2%,12%,-18%,3%,9%,-14%

33) O=C(C1CCN(S(=O)(=O)Cc2ccccc2)CC1)N1CCN(c2ncccn2)CC1
34) CCOC(=O)c1c(C)[nH]c(C)c1S(=O)(=O)N1CCC(C(=O)Nc2ccccc2CC)CC1
35) Cc1cc(C(=O)N/N=C/C=C/c2ccc(Br)cc2)n[nH]1
36) COc1ccc(N2C(=O)CN(Cc3cc(OC)c(OC)c(OC)c3)C2=S)cc1
37) O=C(Nc1ccccc1)N(CCN1CCOCC1)Cc1cccc(Cl)c1
38) COc1cccc(C2=Nc3cccc4cccc(c34)N2)c1
39) CCOC(=O)c1ccc(NC(=O)c2c(NC(=O)CCC(=O)O)sc3c2CCCCC3)cc1
40) CCCCc1cc(=O)oc2cc(OCC(=O)NCc3ccccn3)c(Cl)cc12
screen / no.,33,34,35,36,37,38,39,40
MCF10A rerep,-4%,nt,17%,9%,5%,-1%,?,-1%
HepG2 viability,-14%,-5%,12%,-3%,2%,-24%,4%,-3%
Nrf2 inh,9%,-1%,11%,?,-24%,2%,-6%,-1%
A549 tox,7%,-6%,2%,-6%,-12%,-16%,1%,-4%
S2 tox,i,i,i,i,i,?,i,i
ATXN2 expr inh,-2%,3%,-4%,-23%,-7%,-12%,1%,23%
Nrf2 activator,-1.4%,0.6%,-0.3%,7.1%,-0.4%,?,-0.1%,-0.6%
EPAC2 antagonist,8%,nt,7%,4%,-1%,-9%,-7%,8%
TGFb SMAD3 inh,-5%,?,13%,-17%,1%,-11%,12%,5%

4 entries out of the list, sorted by length of the SMILES, lowest first.
38) COc1cccc(C2=Nc3cccc4cccc(c34)N2)c1
35) Cc1cc(C(=O)N/N=C/C=C/c2ccc(Br)cc2)n[nH]1
33) O=C(C1CCN(S(=O)(=O)Cc2ccccc2)CC1)N1CCN(c2ncccn2)CC1
34) CCOC(=O)c1c(C)[nH]c(C)c1S(=O)(=O)N1CCC(C(=O)Nc2ccccc2CC)CC1
screen / no.,38,35,33,34
MCF10A rerep,-1%,17%,-4%,nt
HepG2 viability,-24%,12%,-14%,-5%
Nrf2 inh,2%,11%,9%,-1%
A549 tox,-16%,2%,7%,-6%
S2 tox,?,i,i,i
ATXN2 expr inh,-12%,-4%,-2%,3%
Nrf2 activator,?,-0.3%,-1.4%,0.6%
EPAC2 antagonist,-9%,7%,8%,nt
TGFb SMAD3 inh,-11%,13%,-5%,?

Further structures
41) Cc1ccc(C(=O)Nc2cc(S(=O)(=O)N3CCOCC3)ccc2N2CCCC2)cc1
42) COc1ccccc1C1CC(c2cccs2)=NN1C(=O)CCC(=O)O (configuration not stated)
43) Cc1noc(C)c1CSCC(=O)N(CCC(C)C)c1c(N)n(Cc2ccccc2)c(=O)[nH]c1=O
44) CN(C)/C=N/c1cc(=O)n(C)c(=O)n1CC1CC1
45) CCc1ccc(-n2c(=O)c3sc4ccccc4c3n(CC(=O)NC3CCCCC3)c2=O)cc1
46) Nc1nc2c3ccccc3nc(Cc3ccccc3)n2n1
47) CCN=C(Nc1ccc2c(c1)OCO2)SC1CC(=O)N(c2ccc(OC)cc2)C1=O (configuration not stated)
48) CN(C)c1ccc(-c2ccnc3c2CC(C)(C(=O)NCCc2ccccc2)O3)cc1 (configuration not stated)
49) Cc1ccc(-c2nc3ccccn3c2Nc2ccc3c(c2)OCCO3)s1
50) COc1ccccc1C1=NN(C2=NN=C(N)Cc3ncnn32)C(O)(C(F)(F)F)C1 (configuration not stated)
screen / no.,41,42,43,44,45,46,47,48,49,50
MCF10A rerep,10%,0%,-1%,6%,nt,-4%,20%,nt,nt,0.58µM*
HepG2 viability,-8%,-6%,-4%,-4%,4%,1%,-11%,-12%,-27%,-9%
Nrf2 inh,17%,-11%,7%,-11%,4%,-22%,-26%,nt,6%,12%
A549 tox,0%,0%,-4%,2%,-6%,-1%,-3%,nt,-7%,7%
S2 tox,?,i,i,i,?,i,i,i,i,i
ATXN2 expr inh,nt,2%,0%,4%,15%,1%,-7%,3%,63%[activator],3%
Nrf2 activator,-0.2%,4.6%,-0.5%,0.0%,0.0%,-0.6%,0.0%,3.8%,11%,0.3%
EPAC2 antagonist,24%,2%,13%,4%,nt,3%,-3%,5%,nt,3%
TGFb SMAD3 inh,?,4%,-3%,6%,-4%,12%,10%,63%[activator],-15%,-11%

High-throughput results from PubChem.
